Screening data (PubChem BioAssay)
Coupling enz – qHTS Assay for Inhibitors of Fructose-1,6-bisphosphate Aldolase from Giardia Lamblia: Coupling assay counterscreen | coupling enzyme system counterscreen, AmpLite Red fluorescence | activity change, negative = inhibition, % at 58.2 µM, hits read low | 290,000 tested, 0.67% active; in the data active = activity change below about -30%; also: % is scaled to controls: 0 for no effect and ±100 for the full control effect
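Counterscreen lacking aldolase: glyceraldehyde-3-phosphate coupling-enzyme reagent preincubated 10 min at RT with compound (at 57.5 uM final), then substrate/coupling system with AmpLite Red added; fluorescence read at 525/598 nm after 20 min RT.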
Rab9 prom act – qHTS Assay for Rab9 Promoter Activators | 320,000 tested, 2.8% active | Potency, µM (series often up to 9.22 µM), for the others: at the top dose activation, negative = inhibition, actives largely listed as activators | Huh7 Rab9 promoter-luciferase reporter, luminescence, 24 h | AID 485297, 2010; also: potency is read from the fitted curve at half-maximal effect; % of control where 0% means no effect; nearly all actives have a fitted effect of over 60% in size
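Stable Rab9-luc Huh7, 1500 cells/well, 2 h settle; cmpd in DMSO, 24 h, 37 °C/5% CO2; luciferase reagent 10 min RT; luminescence.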
ELG1 genotoxic – qHTS screen for small molecules that induce genotoxicity in human embryonic kidney (HEK293T) cells expressing luciferase-tagged ELG1. HEK293T ELG1-luciferase reporter, luminescence, 16 h. Potency, µM (titrated, usually from 46 µM), without a hit: at the highest dose activity change, positive = activation, actives largely listed as activators. 330,000 tested, 1.3% active; also: potency is read from the fitted curve at half-maximal effect; % of control where 0% means no effect; nearly all actives have a fitted effect of over 60% in size
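ELG1-luciferase HEK293T cells, 2,000/well; compound pinned in; 16 hr, 37 °C, 5% CO2; ONE-Glo, 30 min RT; luminescence on CCD imager.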
RORgamma inh – qHTS for inhibitors of ROR gamma transcriptional activity | 310,000 tested, 5.4% active | Potency, µM (top dose mostly 53.6 µM), for the others: at the top dose activity change, negative = inhibition, usual class: inhibitors | Drosophila S2 Gal4-RORgamma UAS-luciferase reporter, 20 h | Nuclear receptor ROR-gamma (Mus musculus), P51450; also: potency is read from the fitted curve at half-maximal effect; % is scaled to controls: 0 for no effect and ±100 for the full control effect; nearly all actives have a fitted effect of over 60% in size
Target sequence (P51450 whole entry, looked up, the tested form may be a part): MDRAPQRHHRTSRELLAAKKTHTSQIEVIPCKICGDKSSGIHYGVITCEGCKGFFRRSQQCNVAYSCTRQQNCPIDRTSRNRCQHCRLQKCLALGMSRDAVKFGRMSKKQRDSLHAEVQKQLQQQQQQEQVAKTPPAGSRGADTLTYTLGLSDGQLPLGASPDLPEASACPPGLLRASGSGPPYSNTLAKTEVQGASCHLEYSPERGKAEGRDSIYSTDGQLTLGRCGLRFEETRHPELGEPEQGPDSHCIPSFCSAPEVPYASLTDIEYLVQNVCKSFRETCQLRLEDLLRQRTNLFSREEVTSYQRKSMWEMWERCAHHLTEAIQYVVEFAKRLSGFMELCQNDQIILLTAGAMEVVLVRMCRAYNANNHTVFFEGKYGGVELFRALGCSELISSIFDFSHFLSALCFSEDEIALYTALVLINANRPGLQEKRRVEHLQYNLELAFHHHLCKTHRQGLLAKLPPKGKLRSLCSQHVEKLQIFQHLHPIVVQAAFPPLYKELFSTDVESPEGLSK
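ROR gamma transcriptional activity was tracked as Gal4-UAS luciferase output in stably transfected Drosophila Schneider cells, with compound added 1 hr before 700 uM copper sulfate induction and a 20 hr ambient-temperature incubation.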
Giardia kill – Small Molecules that selectively kill Giardia lamblia: qHTS; Giardia lamblia trophozoite viability; activity change, % at 7.66 µM, hits read low; 340,000 tested, 0.15% active; in the data active = activity change below about -80%; inconclusive = between about -30% and that limit;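 also: parasites exposed to compound for two days anaerobically before the ATP read; % is scaled to controls: 0 for no effect and ±100 for the full control effect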
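Compounds were tested on trophozoites seeded at 100 cells/well and held 48 hrs at 37 deg C anaerobically. An ATP-based luminescent kit measured the remaining live cells.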
NPC1 promoter act – qHTS Assay for NPC1 Promoter Activators; 320,000 tested, 2.4% active; Potency, µM (doses to about 9.22 µM), inactives show at the highest dose activation, usual class: activators; Huh7 NPC1 promoter luciferase reporter, 24 h;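 also: potency is read from the fitted curve at half-maximal effect; % of control where 0% means no effect; nearly all actives have a fitted effect of over 60% in size; reporter is driven by a mutant NPC1 promoter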
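Quantitative HTS used a cell-based reporter: Huh7 cells stably bearing the NPC1 promoter upstream of luciferase were treated with compounds for 24 h, and promoter activation was read as luminescence.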
FLuc modulator – qHTS profiling assay for firefly luciferase inhibitor/activator using purifed enzyme and Km concentrations of substrates (counterscreen for miR-21 project); 360,000 tested, 6.9% active; purified FLuc, Km substrates, luminescence inhibition; Potency, µM (titrated, usually from 57.5 µM), for the others: top-dose activity change, negative = inhibition, hits mostly inhibitors;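 also: potency is read from the fitted curve at half-maximal effect; plate controls were vehicle for no effect and reference inhibitor for full effect; nearly all actives have a fitted effect of over 55% in size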
Target sequence (P08659 whole entry, looked up): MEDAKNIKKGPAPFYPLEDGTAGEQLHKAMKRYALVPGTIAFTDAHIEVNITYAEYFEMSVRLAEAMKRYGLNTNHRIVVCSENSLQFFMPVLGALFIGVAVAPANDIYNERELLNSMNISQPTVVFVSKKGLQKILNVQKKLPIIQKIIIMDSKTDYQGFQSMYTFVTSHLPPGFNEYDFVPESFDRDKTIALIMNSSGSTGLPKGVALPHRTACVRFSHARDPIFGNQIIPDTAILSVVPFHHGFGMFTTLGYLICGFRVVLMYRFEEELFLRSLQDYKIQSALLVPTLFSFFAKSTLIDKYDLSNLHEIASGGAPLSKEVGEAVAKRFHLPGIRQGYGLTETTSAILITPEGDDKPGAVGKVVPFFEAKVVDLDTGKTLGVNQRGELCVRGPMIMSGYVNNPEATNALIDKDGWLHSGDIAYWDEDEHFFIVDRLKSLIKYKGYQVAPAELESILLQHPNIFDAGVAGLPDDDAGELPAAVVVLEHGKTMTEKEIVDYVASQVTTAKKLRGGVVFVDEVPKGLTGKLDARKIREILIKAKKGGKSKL
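Purified P. pyralis luciferase, 10 nM final, with Km-level 10 uM D-luciferin and 10 uM ATP in 50 mM Tris acetate pH 7.5, 10 mM Mg acetate, 0.01% Tween-20, 0.05% BSA; 6-point qHTS titration about 60 µM downward; luminescence read.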
Gal4-VP16 FLuc – VP16 counterscreen qHTS for inhibitors of ROR gamma transcriptional activity; Drosophila S2 Gal4-VP16 UAS-luciferase, luminescence, 20 h; Potency, µM (top dose mostly 53.6 µM), for the others: at the highest dose activity, negative = inhibition, usual class: inhibitors; 310,000 tested, 3.5% active;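 also: Gal4-VP16 expression switched on by copper sulfate through the metallothionein promoter; potency is read from the fitted curve at half-maximal effect; % is scaled to controls: 0 for no effect and ±100 for the full control effect; nearly all actives have a fitted effect of over 50% in size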
Tb PFK inh – qHTS Assay to Find Inhibitors of T. brucei phosphofructokinase; Potency, µM (titrated, usually from 57.5 µM), for the others: at the highest dose activity, negative = inhibition, actives largely listed as inhibitors; AID 485367, 2010; T. brucei PFK, ADP-Glo luminescence; 330,000 tested, 0.17% active;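 also: potency is read from the fitted curve at half-maximal effect; 0% = uninhibited 1x PFK enzyme wells and -100% = no-enzyme wells; nearly all actives have a fitted effect of over 60% in size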
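PFK 1.25 nM, F6P 0.5 mM, ATP 0.1 mM, 0.1 M TEA pH 8.0, 5 mM MgCl2, 0.01% Tween20, 0.1% BSA; 45 min RT. ADP-Glo readout. qHTS titration up to 57 uM; curves fitted, compounds curve-classed.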
uPA surface inh – qHTS for Inhibitors of Cell Surface uPA Generation. cell surface uPA generation assay, qHTS. 330,000 tested, 0.31% active. Potency, µM (doses to about 38.3 µM), for inactives: top-dose activity change, negative = inhibition, actives largely listed as inhibitors. AID 540303, 2011; active = well fitted inhibition curve with a large enough effect; inconclusive = small, poorly fitted or top-dose-only effect; inactive = no such curve, though single readings can be large or run the other way; tested in mouse RAW 264.7 cells; also: potency is read from the fitted curve at half-maximal effect; % is scaled to controls: 0 for no effect and ±100 for the full control effect; nearly all actives have a fitted effect of over 55% in size
KCNH2 3.1 block – qHTS for Inhibitors of KCHN2 3.1: Mutant qHTS. Potassium voltage-gated channel subfamily H member 2, brain isoform KCNH2 3.1 (human). U2OS KCNH2 3.1, thallium flux FluxOr; active compounds read low. activity change, % (tested at about 1.8 µM). 340,000 tested, 0.95% active;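 active = maximum activity change below -70%; inconclusive = maximum activity change from -70% to -50%; inactive = maximum activity change above -50%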;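 also: thallium influx rate constant from kinetic fluorescence after stimulation buffer; % is scaled to controls: 0 for no effect and ±100 for the full control effect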
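Kinetic fluorescence (2 min after stimulation buffer) measures Tl+ influx through KCNH2 3.1 expressed by viral transduction in U2OS cells; the rate constant is normalized against DMSO controls serving as positive and negative references.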
Active calls of the source: *; [ ] = another dose, or the depositor's remark. Unless noted, calls follow the shape of the dose curve; as a rule, active = well fitted curve in the direction sought with a large enough effect; inconclusive = small, poorly fitted or top-dose-only effect, or another doubt; inactive = no such curve, though single readings can be large; an effect the other way counts as inactive or inconclusive.

Screening CC(=O)Nc1ccc(NC(=O)C(C)Oc2ccccc2C(=O)NCc2ccccc2)cc1 (stereo not given) returned Rab9 prom act -2%, ELG1 genotoxic 1%, Giardia kill 0, NPC1 promoter act 0%, FLuc modulator 5%, Tb PFK inh -6%, uPA surface inh 4% and KCNH2 3.1 block -10.
`CN(CCN1CCc2ccccc2C1)Cc1nc(-c2ccc3c(c2)OCO3)no1` gave Coupling enz -3, Rab9 prom act -5%, ELG1 genotoxic 0%, RORgamma inh -37%, Giardia kill 10, NPC1 promoter act -1%, FLuc modulator -14%, Gal4-VP16 FLuc 15%, Tb PFK inh -4%, uPA surface inh 3% and KCNH2 3.1 block -3.
`CCCCOc1ccc(NC(=O)c2cc(F)c(F)cc2Cl)cc1` gave Coupling enz 1, Rab9 prom act 19%, ELG1 genotoxic 1%, RORgamma inh -1%, Giardia kill 41[activator], NPC1 promoter act 0%, FLuc modulator 0%, Gal4-VP16 FLuc -9%, Tb PFK inh -5%, uPA surface inh -1% and KCNH2 3.1 block -25.
For COc1ccc(CC(NC(C)=O)C(=O)NC2CCN(C(=O)c3ccc([N+](=O)[O-])cc3)CC2)cc1OC (stereo not given) the results were Coupling enz -1, Rab9 prom act 0%, ELG1 genotoxic -1%, RORgamma inh inconclusive, Giardia kill -11, NPC1 promoter act -3%, FLuc modulator -2%, Gal4-VP16 FLuc 2%, Tb PFK inh 3%, uPA surface inh -2% and KCNH2 3.1 block -7.
Screening CCOC(=O)c1c(NC(=O)CSc2ncn[nH]2)sc(C(=O)N(C)C)c1C returned Rab9 prom act 1%, ELG1 genotoxic -2%, Giardia kill 2, NPC1 promoter act 0%, FLuc modulator 0%, Tb PFK inh 1%, uPA surface inh -4% and KCNH2 3.1 block 10.
`O=C(COC(=O)Cc1ccsc1)Nc1ccc(Cl)cn1` gave Rab9 prom act -10%, ELG1 genotoxic 2%, Giardia kill -1, NPC1 promoter act 4%, Tb PFK inh 5%, uPA surface inh -1% and KCNH2 3.1 block -3.
Screening CC(C)CN(C#N)c1nc(N2CCOCC2)nc(N2CCOCC2)n1 returned Coupling enz 4, Rab9 prom act 3%, ELG1 genotoxic 2%, RORgamma inh 18%, Giardia kill 17, NPC1 promoter act -1%, FLuc modulator 9%, Gal4-VP16 FLuc 1%, Tb PFK inh 8%, uPA surface inh 8% and KCNH2 3.1 block -22.
Cc1ccc(-n2nc3c(=O)n(CC(=O)NCc4ccc(C)o4)nc(C)c3c2C)cc1 was read as Coupling enz 1, Rab9 prom act 3%, ELG1 genotoxic 4%, RORgamma inh -21%, Giardia kill -22, NPC1 promoter act -4%, FLuc modulator 0%, Gal4-VP16 FLuc -5%, Tb PFK inh 3%, uPA surface inh -26% and KCNH2 3.1 block 14.
COc1ccc(NC(=O)C2CCC(CNS(=O)(=O)c3csc(C(N)=O)c3)CC2)cc1OC (stereo not given) was read as Rab9 prom act -3%, ELG1 genotoxic 11%, RORgamma inh -1%, Giardia kill 6, NPC1 promoter act -2%, FLuc modulator 0%, Gal4-VP16 FLuc -10%, Tb PFK inh -4%, uPA surface inh 1% and KCNH2 3.1 block 2.
O=C(CCCC(=O)N(c1ccc2c(c1)OCCO2)C(C(=O)NC1CCCCC1)c1ccc(Cl)cc1)Nc1ccccn1 (stereo not given) was read as Coupling enz 0, Rab9 prom act -5%, ELG1 genotoxic 11%, RORgamma inh -36%, Giardia kill -1, NPC1 promoter act 0%, FLuc modulator 1%, Gal4-VP16 FLuc -1%[0.365 µM], Tb PFK inh 10%, uPA surface inh 1% and KCNH2 3.1 block -1.

Structures listed so far with an aryl methoxy group:
For COc1ccc(CC(NC(C)=O)C(=O)NC2CCN(C(=O)c3ccc([N+](=O)[O-])cc3)CC2)cc1OC (stereo not given) the results were Coupling enz -1, Rab9 prom act 0%, ELG1 genotoxic -1%, RORgamma inh inconclusive, Giardia kill -11, NPC1 promoter act -3%, FLuc modulator -2%, Gal4-VP16 FLuc 2%, Tb PFK inh 3%, uPA surface inh -2% and KCNH2 3.1 block -7.
COc1ccc(NC(=O)C2CCC(CNS(=O)(=O)c3csc(C(N)=O)c3)CC2)cc1OC (stereo not given) was read as Rab9 prom act -3%, ELG1 genotoxic 11%, RORgamma inh -1%, Giardia kill 6, NPC1 promoter act -2%, FLuc modulator 0%, Gal4-VP16 FLuc -10%, Tb PFK inh -4%, uPA surface inh 1% and KCNH2 3.1 block 2.

Next section.
O=C(CN1CCN(Cc2ccccc2Cl)C1=O)N1CCCCCC1 was read as Coupling enz 3, Rab9 prom act -5%, ELG1 genotoxic 16%, RORgamma inh -5%, Giardia kill -13, NPC1 promoter act -3%, FLuc modulator 6%, Gal4-VP16 FLuc -2%, Tb PFK inh 6%, uPA surface inh 2% and KCNH2 3.1 block 5.
For O=C(CCC1N=C2c3ccccc3N=C(SCc3cccc(Cl)c3)N2C1=O)NCc1ccco1 (stereo not given) the results were Coupling enz 5, Rab9 prom act 3%, ELG1 genotoxic -4%, RORgamma inh inconclusive, Giardia kill -14, NPC1 promoter act -2%, FLuc modulator -11%, Gal4-VP16 FLuc 0%, Tb PFK inh 0%, uPA surface inh -7% and KCNH2 3.1 block 0.
Screening CC(C)C(=O)Nc1ccc(-c2ccc3nncn3n2)cc1 returned Coupling enz 5, Rab9 prom act 19%, ELG1 genotoxic 14%, RORgamma inh -12%, Giardia kill -14, NPC1 promoter act 2%, FLuc modulator inconclusive, Gal4-VP16 FLuc -1%, Tb PFK inh 1%, uPA surface inh -1% and KCNH2 3.1 block -13.
`CC(NC(=O)COC(=O)c1ccc(S(=O)(=O)N2CCOCC2)cc1)c1ccccc1` (stereo not given) gave ELG1 genotoxic -1%, Giardia kill 11, Tb PFK inh 5%, uPA surface inh -8% and KCNH2 3.1 block 0.
`C=CCSc1n[nH]c(-c2ccc(OC)cc2)n1` gave Coupling enz 5, Rab9 prom act 2µM*, ELG1 genotoxic 3.3µM*, RORgamma inh -2%, Giardia kill 4, NPC1 promoter act 2.8µM*, FLuc modulator 15µM*, Gal4-VP16 FLuc -3%, Tb PFK inh -1% and KCNH2 3.1 block 1.
`CCOc1ccccc1CN1C(=O)C2(OCCO2)c2ccccc21` gave Coupling enz 3, Rab9 prom act -1%, ELG1 genotoxic 0%, RORgamma inh 3%, Giardia kill -17, NPC1 promoter act 0%, FLuc modulator 1%, Gal4-VP16 FLuc -8%, Tb PFK inh 1%, uPA surface inh 18% and KCNH2 3.1 block 7.
CN(CCC#N)C(=O)COC(=O)c1ccc(Cl)c(S(N)(=O)=O)c1 was read as Coupling enz 0, Rab9 prom act 7%, ELG1 genotoxic 1%, RORgamma inh -30%, Giardia kill 2, NPC1 promoter act 5%, FLuc modulator -2%, Gal4-VP16 FLuc -11%, Tb PFK inh -2% and KCNH2 3.1 block 9.
COc1cccc(CNC(=O)c2csc3c2CCCC3)c1 was read as Rab9 prom act 12%, ELG1 genotoxic 0%, RORgamma inh 8%, Giardia kill 1, NPC1 promoter act -36%[inhibitor], FLuc modulator -13%, Gal4-VP16 FLuc 11%, Tb PFK inh 1%, uPA surface inh 3% and KCNH2 3.1 block 5.
`Cc1c(CCC(=O)NCC(=O)NCC(=O)O)c(=O)oc2cc3oc4c(c3cc12)CCCC4` gave Coupling enz 3, Rab9 prom act 1%, ELG1 genotoxic 0%, RORgamma inh -24%, Giardia kill -11, NPC1 promoter act -4%, FLuc modulator 21µM*, Gal4-VP16 FLuc -12%, Tb PFK inh -2%, uPA surface inh -3% and KCNH2 3.1 block -4.
COc1ccc(S(=O)(=O)N2CCc3ccccc32)cc1C(=O)OCc1nnc(-c2ccccc2)o1 was read as Coupling enz -8, Rab9 prom act -2%, ELG1 genotoxic 0%, RORgamma inh -30%, Giardia kill -9, NPC1 promoter act -3%, FLuc modulator 6%, Gal4-VP16 FLuc 1%, Tb PFK inh 1%, uPA surface inh -2% and KCNH2 3.1 block -3.
COC(=O)c1c(NC(=O)c2ccccc2)sc(C(N)=O)c1C was read as Coupling enz 1, Rab9 prom act -2%, ELG1 genotoxic 12%, RORgamma inh -7%, Giardia kill 8, NPC1 promoter act 9%, FLuc modulator 1%, Gal4-VP16 FLuc -6%, Tb PFK inh -1%, uPA surface inh 29% and KCNH2 3.1 block 0.
